Source: PubChem BioAssay (NCI)
All columns: NCI-60 one-dose screen, growth in % after 48 h at 10 µM unless noted; 100 = growth as untreated, 0 = no growth, -100 = all killed.
SF-539 = SF-539 CNS cancer; AID 1794752; hit rate 6.8% among 81,000
U251 = U251 CNS tumor cells. hit rate 5.4% among 80,000
DU-145 = DU-145 prostate cancer; AID 1794760; hit rate 4.2% among 81,000
SF-295 = SF-295 CNS cancer cells; hit rate 5.6% among 79,000; AID 1794758
OVCAR-8 = OVCAR-8 ovarian cancer. hit rate 4.4% among 81,000
PC-3 = PC-3 prostate cancer cells; hit rate 3.9% among 80,000; AID 1794754
SNB-19 = SNB-19 CNS cancer cells; hit rate 2.5% among 81,000; AID 1794751
SF-268 = SF-268 CNS cancer cells | hit rate 3.1% among 82,000
The depositor's hits bear a star; . = no result given; & = joins results of further samples; [ ] = remark or other dose. The calls were made as follows: active = growth percent below 10; inactive = the rest.

SMILES | SF-539 | U251 | DU-145 | SF-295 | OVCAR-8 | PC-3 | SNB-19 | SF-268
COc1ccc(C2CC(c3ccc(OC)cc3OC)=NN2C(=O)c2ccc(S(N)(=O)=O)cc2)cc1 (stereo unspecified) | 104 | 99 | 110 | 92 | 98 | 95 | 94 | 97
C=C1CCC2C3(C)COC(c4ccco4)OC3CCC2(C)C1CC(Sc1ccccc1)C1=CCOC1=O (stereo unspecified) | 48 | 32 | 78 | 76 | 4.2* | 50 | 86 | 92
O=C(Nc1ncc(Cc2ccccc2)s1)c1cc(-c2ccccc2)nc2ccccc12 | 101 | 98 | 110 | 107 | 98 | 95 | 98 | 103
CCCCc1ccc(-c2cc(/C=N\O)no2)cc1 | 91 | 98 | 108 | 100 | 98 | 87 | 92 | 98
C=CCn1c(SCC(=O)Nc2ccc(/C(C)=N\O)cc2)nnc1-c1cc(-c2ccc(Cl)cc2)nc2ccccc12 | 16 | 26 | 49 | . | 24 | 23 | 49 | 38
CCc1ccc(C2=NN(c3ccc(S(N)(=O)=O)cc3)C(c3ccc(C)cc3)C2)cc1 (stereo unspecified) | 91 | 89 | 89 | 99 | 83 | 58 | 93 | 87
COc1ccc(C(=O)O)cc1.[Ag] | 95 | 103 | 106 | 114 | 105 | 77 | 106 | 97
O=C1/C=C(/c2cc3ccccc3o2)NCCNC1=O | 96 | 109 | 112 | 100 | 104 | . | 97 | 128
COc1cc(CC2C(=O)OCC2C(=O)c2ccc3c(c2)OCO3)cc(OC)c1OC (stereo unspecified) | 103 | 106 | 115 | 120 | 105 | 94 | 103 | 102
COc1cc2nc(Cc3ccc(C#N)cc3)[nH]c(=O)c2cc1OC | 106 | 97 | 92 | 94 | 106 | 98 | 104 | 98
CSc1nc(N)n2nc(C)cc2n1 | 99&109 | 101 | 102&109 | 96&94 | 99&106 | 90&117 | 97 | 116
COc1cc(-c2nc(-c3ccc(-c4nc5ccc(Cl)cc5[nH]4)cc3)no2)cc(OC)c1OC | 117 | 101 | 103 | 89 | 93 | 92 | 111 | 108
O=C(OC1COC(c2ccccc2)OC1C1OC(c2ccccc2)OCC1OC(=O)c1ccccc1)c1ccccc1 (stereo unspecified) | 94 | 96 | 110 | 101 | 103 | 98 | 99 | 107
COc1ccc2c(c1)C(=Nc1cc(OC)c(OC)c(OC)c1)C(=O)N2 | 103 | 93 | . | 171 | 105 | 78 | 113 | 98
COc1ccc(SC2c3cc(OC)ccc3Oc3nc(N)c(C#N)c(N)c32)cc1 (stereo unspecified) | 78 | 65 | 99 | 55 | 87 | 42 | 72 | 79

Complete entries, quoted from the list. Values in the order: SF-539, U251, DU-145, SF-295, OVCAR-8, PC-3, SNB-19, SF-268
`COc1ccc(C2CC(c3ccc(OC)cc3OC)=NN2C(=O)c2ccc(S(N)(=O)=O)cc2)cc1` (stereo unspecified) is listed with 104, 99, 110, 92, 98, 95, 94, 97
`O=C(Nc1ncc(Cc2ccccc2)s1)c1cc(-c2ccccc2)nc2ccccc12` is listed with 101, 98, 110, 107, 98, 95, 98, 103

(more compounds)
SMILES | SF-539 | U251 | DU-145 | SF-295 | OVCAR-8 | PC-3 | SNB-19 | SF-268
Nc1c(C(=O)Nc2ccccc2)sc2nc3c(cc12)CCCC3 | -3.9* | 22 | 11 | 5.1* | 34 | 25 | 64 | 55
O=C(NCc1csnn1)c1ccccc1 | 104 | 92 | 110 | 103 | 101 | 95 | 105 | 103
COc1cc(-c2nc(C(=O)Nc3ccc(C)cc3)nn2-c2ccc(F)c(F)c2)cc(OC)c1OC | 107 | 100 | 100 | 94 | 103 | 97 | 104 | 89
Cc1cc2nc3c4ccccc4n(CCCN(C)C)c3nc2cc1C | -69* | 1.3* | 2.7* | -30* | 6.1* | -32* | -8.6* | -39*
COC(=O)c1ccccc1NC1=C(Cl)C(=O)c2nc(C)ccc2C1=O | 103 | 101 | 108 | 106 | 97 | 94 | 101 | 96
O=C1CN(/N=C/c2ccco2)C(=O)N1 | 104 | 106 | 113 | 146 | 107 | 92 | 99 | 109
O=C1[C@H]2Cc3c([nH]c4ccccc34)[C@@H](c3ccc(Cl)cc3)N2C(=O)CN1C1CCN(Cc2c(F)cccc2F)CC1 | 71[4.17 µM] | 57[4.17 µM] | 66[4.17 µM] | 77[4.17 µM] | 77[4.17 µM] | 36[4.17 µM] | 66[4.17 µM] | 52[4.17 µM]
CC/C(=C(/c1ccc(OCCN(C)C)cc1)c1ccc(OC(=O)CCC(=O)c2c(C)[nH]c(/C=C3\N=C(c4ccc[nH]4)C=C3OC)c2C)cc1)c1ccccc1 | 50 | 12 | 21 | 33 | 23 | 19 | 73 | 31
CCN(CC)C(C(=O)Nc1c(C)cccc1C)N(CC)CC | 102 | 101 | 109 | 97 | 110 | 98 | 110 | 99
NC(=O)N1N=C(c2ccc(Cl)cc2)CC1c1cn(-c2ccccc2)nc1-c1ccccc1 (stereo unspecified) | 101 | 89 | 113 | 93 | 92 | 58 | 98 | 102
COc1cc(/C=N/Nc2nc(-c3ccc(F)cc3)c(C#N)c(N3CCOCC3)n2)ccc1O | 94 | 98 | 96 | 106 | 90 | 96 | 93 | 100
O=C(NCc1ccccn1)C(O)C(Cc1ccccc1)N(Cc1ccccc1)Cc1ccccc1 (stereo unspecified) | 82 | 76 | 90 | 75 | 80 | 52 | 85 | 78
CC(C)NCC(C)(C)[N+](=O)[O-] | 99 | . | 108 | 97 | 101 | 93 | 107 | 100
Nc1c(-c2nc3ccccc3[nH]2)nnn1-c1cccc(F)c1 | 100 | 105 | 111 | 100 | 109 | 88 | 109 | 100
CCCCCCCCCCN(CCCCCCCCCC)CC(=O)c1ccc2cc(Br)c3ccccc3c2c1 | 89 | -9.3* | 72 | 92 | 87 | -72* | 88 | 81
O=c1nc2s/c(=C\c3ccc(Br)cc3)c(=O)n2c2nc(-c3ccccc3)c(-c3ccccc3)nc12 | 96 | 94 | 102 | 109 | 100 | 92 | 94 | 98
Nc1nc(O)c(Br)c(=O)[nH]1 | 104 | 103 | 114 | 87 | 98 | 108 | . | 112
COc1ccc(NC(=O)Oc2c(C)cc(Cl)cc2[N+](=O)[O-])cc1 | 99 | 102 | 107 | 107 | 92 | 94 | 95 | 95
Nc1ccc(Nc2ccncc2)cc1 | 98 | 107 | 115 | 105 | 105 | 105 | 101 | 102
COC(=O)c1cc(-c2cc3ccccc3o2)nn1-c1ccccc1 | 71 | 79 | 91 | 79 | 74 | 83 | 83 | 80
O=C1C2CCCN2C(=O)c2ccccc2N1Cc1cn(-c2ccc(Br)cc2)nn1 (stereo unspecified) | 92 | 104 | 107 | 106 | 102 | . | 94 | 97
O=[N+]([O-])c1ccc(-c2nn(-c3ccccc3)cc2C2CC(c3ccc(F)cc3)=NN2)cc1 (stereo unspecified) | 89 | 89 | 83 | 97 | 85 | 86 | 93 | 73
Cc1ccc(S(=O)(=O)NN=C(c2ccc(Cl)cc2)c2ccc(S(C)(=O)=O)cc2)cc1 | 97 | 102 | 102 | 95 | 97 | 88 | 98 | 92
CSc1ccc(/C=C2\C=Cc3ccccc32)cc1 | 100 | 98 | 97 | 92 | 97 | 86 | 102 | 103
c1ccc2c(OCCCN3CCOCC3)c3oc4ccccc4c3nc2c1 | 41 | 59 | 70 | 37 | 42 | 95 | 49 | 74
O=C(Nc1cccnc1)c1noc2ccccc12 | 102 | 98 | 110 | 99 | 101 | 95 | 93 | 100
CNS(=O)(=O)c1cc(C)ccc1C | 105 | 96 | 105 | 109 | 98 | 104 | 108 | 101
Nc1nn(-c2ccccc2)c2nc(=S)[nH]c(-c3ccc(Cl)cc3Cl)c12 | 94 | 89 | 103 | 97 | 97 | 84 | 88 | 90
O=C1C=Cc2nc3ccccc3c(=O)n21 | 100 | 103 | 103 | 103 | 99 | 97 | 107 | 98
CC1(C)CC(=O)C=C(Nc2ccc(O)cc2)C1 | 104 | 96 | 113 | 78 | 122 | 98 | 97 | 105
Cc1ccc2[nH]c(O)c(N=Nc3nc(-c4ccc(F)cc4)c(C#N)c(=O)[nH]3)c2c1 | 96 | 97 | 107 | 99 | 97 | 99 | 95 | 98
COc1ccc(C)cc1NC(=O)SC(C)C | 98[100 µM] | 104[100 µM] | 103[100 µM] | 105[100 µM] | 105[100 µM] | 97[100 µM] | 99[100 µM] | 97[100 µM]
O=C(Nc1ccc(F)cc1)c1nscc1NCc1ccc2c(c1)OCO2 | . | 96 | 117 | . | 103 | 86 | 100 | 114
O=C1/C=C/[C@@H](O)[C@@H]2C[C@@H](O)C[C@H]2/C=C/CCC[C@H](CCOCc2ccccc2)O1 | 26 | 18 | 13 | -18* | 9.0* | 16 | 33 | 13
COc1cc2c(NC3CCCCC3)ncnc2c(OC)c1OC | 111 | 101 | 102 | 103 | 103 | 85 | 100 | 101
COc1ccc(S(=O)(=O)NCCNc2nccc(-c3c(-c4ccc(O)cc4)nc4sccn34)n2)cc1 | 101 | 105 | 103 | . | 89 | 88 | 104 | 94
CC1(C)CC[C@]23CC[C@]4(C)[C@H](CC[C@@H]5[C@@]6(C)CC[C@H](OC(=O)c7ccco7)C(C)(C)[C@@H]6CC[C@]54C)[C@H]2[C@H]1OC3 | 100 | 105 | 114 | 104 | 101 | 95 | 98 | 99
CCOC(=O)n1cc(-c2nonc2-c2cn(C(=O)OCC)c3ccc(Br)cc23)c2cc(Br)ccc21 | 105 | 97 | 115 | 98 | 98 | 96 | 98 | 95
CC/C(=C(/c1ccc(Cl)cc1)c1ccc(OCCN2CCCC2)cc1)c1ccc(OC)cc1 | 83 | 45 | 86 | 66 | 69 | 47 | 80 | 87
CCCN(CCC)CC(O)c1cc2c(Cl)cc(Cl)cc2c2cc(C(F)(F)F)ccc12 (stereo unspecified) | 75 | 83 | 84 | . | 72 | 69 | 103 | 79
C=C(c1ccc(OC)c(/C=C/C(=O)c2cc(OC)c(OC)c(OC)c2)c1)c1cc(OC)c(OC)c(OC)c1 | -85* | -49* | 16 | 31 | 6.6* | 31 | -3.7* | 22
O=C(O)c1cc(Cl)ccc1O | 97 | 98 | 106 | 95 | 95 | 98 | 101 | 100
O=C1CCSC(=S)N1CCc1ccccc1 | 96 | 102 | 100 | 99 | 97 | . | 99 | 96
COc1cc(-n2nc(C(=O)NCc3ccc(C(=O)O)cc3)nc2-c2ccccc2)cc(OC)c1OC | 100 | 97 | 109 | 97 | 105 | 89 | 94 | 97
NC1N=C(Nc2ccc(Cl)cc2)N=CC(c2cc3ccccc3oc2=O)=N1 (stereo unspecified) | 90 | 88 | 109 | 97 | 89 | 75 | 104 | 89
CC1=C2[C@@H](CC1)[C@]1(C)O[C@@](C(C)C)(C[C@H]1OC(=O)[C@H](C)O)[C@H]2OC(=O)/C=C/c1ccccc1 | 97 | 79 | 105 | 79 | 10 | 58 | 85 | 41

Structural class: the compounds so far containing fluorine (eight)
SMILES | SF-539 | U251 | DU-145 | SF-295 | OVCAR-8 | PC-3 | SNB-19 | SF-268
COc1cc(-c2nc(C(=O)Nc3ccc(C)cc3)nn2-c2ccc(F)c(F)c2)cc(OC)c1OC | 107 | 100 | 100 | 94 | 103 | 97 | 104 | 89
O=C1[C@H]2Cc3c([nH]c4ccccc34)[C@@H](c3ccc(Cl)cc3)N2C(=O)CN1C1CCN(Cc2c(F)cccc2F)CC1 | 71[4.17 µM] | 57[4.17 µM] | 66[4.17 µM] | 77[4.17 µM] | 77[4.17 µM] | 36[4.17 µM] | 66[4.17 µM] | 52[4.17 µM]
COc1cc(/C=N/Nc2nc(-c3ccc(F)cc3)c(C#N)c(N3CCOCC3)n2)ccc1O | 94 | 98 | 96 | 106 | 90 | 96 | 93 | 100
Nc1c(-c2nc3ccccc3[nH]2)nnn1-c1cccc(F)c1 | 100 | 105 | 111 | 100 | 109 | 88 | 109 | 100
O=[N+]([O-])c1ccc(-c2nn(-c3ccccc3)cc2C2CC(c3ccc(F)cc3)=NN2)cc1 (stereo unspecified) | 89 | 89 | 83 | 97 | 85 | 86 | 93 | 73
Cc1ccc2[nH]c(O)c(N=Nc3nc(-c4ccc(F)cc4)c(C#N)c(=O)[nH]3)c2c1 | 96 | 97 | 107 | 99 | 97 | 99 | 95 | 98
O=C(Nc1ccc(F)cc1)c1nscc1NCc1ccc2c(c1)OCO2 | . | 96 | 117 | . | 103 | 86 | 100 | 114
CCCN(CCC)CC(O)c1cc2c(Cl)cc(Cl)cc2c2cc(C(F)(F)F)ccc12 (stereo unspecified) | 75 | 83 | 84 | . | 72 | 69 | 103 | 79
